High-throughput results from PubChem.
KCNQ2 block – KCNQ2 potassium channel inhibitors, primary screen, cell-based, CHO-K1, FluxOR thallium flux, B-score (AID 2156). 20 min; hits give low values. B-score at 10 µM. actives 1.1% (n = 310,000). O88943;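 active means fluorescence ratio B-score at most minus 3 library SDs, with starting brightness B-score within 2 library SDs, cut at about -5.5 in these data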
Target sequence (O88943 whole entry, looked up): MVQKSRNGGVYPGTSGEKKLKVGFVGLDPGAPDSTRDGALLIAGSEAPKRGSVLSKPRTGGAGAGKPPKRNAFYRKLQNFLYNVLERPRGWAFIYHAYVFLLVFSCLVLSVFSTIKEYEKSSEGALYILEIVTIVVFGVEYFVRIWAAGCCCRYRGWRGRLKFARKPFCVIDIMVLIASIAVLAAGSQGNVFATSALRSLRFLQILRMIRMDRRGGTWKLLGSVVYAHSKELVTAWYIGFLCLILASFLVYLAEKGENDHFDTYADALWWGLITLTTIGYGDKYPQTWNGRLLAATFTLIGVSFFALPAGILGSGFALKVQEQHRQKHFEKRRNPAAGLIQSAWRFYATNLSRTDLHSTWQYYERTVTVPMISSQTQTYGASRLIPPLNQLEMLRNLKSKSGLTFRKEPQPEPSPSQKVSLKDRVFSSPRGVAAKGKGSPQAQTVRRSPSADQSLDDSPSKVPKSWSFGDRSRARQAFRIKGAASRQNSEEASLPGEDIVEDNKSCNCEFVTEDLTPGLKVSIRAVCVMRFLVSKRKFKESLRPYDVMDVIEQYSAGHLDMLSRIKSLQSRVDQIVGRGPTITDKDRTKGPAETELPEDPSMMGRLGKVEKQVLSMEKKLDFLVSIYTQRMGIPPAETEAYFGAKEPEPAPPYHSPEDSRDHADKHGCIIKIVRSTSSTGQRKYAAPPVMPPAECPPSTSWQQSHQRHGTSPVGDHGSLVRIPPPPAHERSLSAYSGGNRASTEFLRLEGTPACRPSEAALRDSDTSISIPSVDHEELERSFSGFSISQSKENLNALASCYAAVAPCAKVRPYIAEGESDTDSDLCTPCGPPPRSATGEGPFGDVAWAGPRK
Kir21 block – blocks the mouse Kir2.1 inward-rectifier potassium channel | P35561 | HEK293-Kir2.1, FluxOR thallium flux fluorescence; hits give low values | B-score at 10 µM | actives 0.85% (n = 310,000) | AID 1672;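 active means fluorescence ratio B-score at or below minus 3 SD of library scores, with starting-brightness B-score within 2 SD, cut at about -4.2 in these data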;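 further: channel flux triggered by added potassium and thallium sulfate stimulus; B-score of peak minus minimum fluorescence over baseline after thallium stimulus; more negative B-score means stronger Kir2.1 block with less thallium influx; some compounds called inactive have numbers as strong as hits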
Starred values were filed as active, the others as inactive; i = inactive. Not a hit list; 1.9% or so of the library scored in one or more.

SMILES | KCNQ2 block | Kir21 block
COc1ccccc1OCC(=O)NNC(=S)NC(=O)c1ccco1 | i | -0.62
CC(C)NC(=O)CCCc1cn(C)c2ccccc12 | i | 1.1
O=C1C2C(c3cccc(/C=C/c4ccccc4)c3)CC=CC2C(c2ccc3ccccc3c2)N1Cc1ccccc1 (stereo unspecified) | i | 1.99
COc1ccc(NC(=S)Nc2cccc(C(F)(F)F)c2)c(C)c1 | i | 0
CCCn1nc(C(=O)OCC(=O)c2c(N)n(C)c(=O)n(C)c2=O)c2ccccc2c1=O | i | 0.96
ClCc1cc2ccccc2nc1Cl | i | 0.67
Cc1cc(N2CCCN(C)CC2)nc2cc(Cl)ccc12 | i | -4.6*
CC(C)/C=C/CN1CCC(Oc2ccc(C(=O)N3CCCC3)cc2)CC1 | i | -0.08
CC(=O)N1c2c(cc(Br)cc2S(=O)(=O)NCc2ccc(C)cc2)CC1C (stereo unspecified) | i | -1.6
C=CCNC(=O)C1CC(=O)N(c2ccc(OCC(=O)Nc3cccc(OC)c3)cc2)C1 (stereo unspecified) | i | 0.64
O=C(Nc1ccc2c3c(cccc13)CC2)c1ccco1 | i | -4.26
CCOC(=O)Cn1c(=O)c2c(nc3n2CCCCN3c2ccc(OCC)cc2)n(C)c1=O | i | -0.25
CCOC(=O)C1CCN(C(c2cccs2)c2sc3nc(C)nn3c2O)CC1 (stereo unspecified) | i | -0.93
O=C(NCc1ccc(F)cc1)c1cnn2ccccc12 | i | -1.37
Cc1nc2ccc(S(=O)(=O)NC(C(=O)N3CCCCCC3)C(C)C)cc2s1 (stereo unspecified) | i | -0.36
CCNC(=S)NS(=O)(=O)c1ccc(Cl)cc1 | i | -0.31
CC12CCC(C(=O)Nc3ccccc3Cl)([C@H](Br)C1=O)C2(C)C (stereo partly specified) | i | 1.54
Cc1ccc(NC(=O)c2ocnc2C)cc1Cl | i | 1.59
O=C1C2C3C=CC(C2C(=O)N1C1CCCCC1)C1C(=O)N(C2CCCCC2)C(=O)C31 (stereo unspecified) | i | 0.73
Cc1ccc(S(N)(=O)=O)c(C)c1-n1cnnn1 | i | -0.08
COc1ccc(-c2nc(=S)[nH][nH]2)cc1OC | i | -1.85
Oc1cccc(C2c3[nH]c4ccccc4c3CCN2Cc2cnn(-c3ccccc3)c2)c1 (stereo unspecified) | i | 0.81
COc1cc(C(=O)N/C(=C\c2cn(S(=O)(=O)N(C)C)c3ccccc23)C(=O)NCCCO)cc(OC)c1OC | i | -0.33
CCN(CC)S(=O)(=O)c1ccc2[nH]cc(C(=O)NCCN3CCCCCC3)c(=O)c2c1 | i | -2.09
COc1cc(C(=S)N2CCOCC2)ccc1OC(=O)c1cc([N+](=O)[O-])cc([N+](=O)[O-])c1 | i | -1.58
SMILES | KCNQ2 block | Kir21 block
CCN(CCCn1c(=S)[nH]c2ccc(N3CCOCC3)cc2c1=O)c1ccccc1 | i | 0.03
CC(OC(=O)c1ccc(OCC2CCCO2)cc1)C(=O)N(C)Cc1ccccc1 (stereo unspecified) | i | -0.08
COc1ccc(N=CC2=C(O)CC(C)(C)CC2=O)cc1OC | i | -0.04
CCOc1cc2oc(=O)c3c(c2cc1Cl)CCC3 | i | 0.08
COc1ccc(-c2noc(-c3ccccc3Cl)n2)cc1OC | i | -1.36
Brc1cccc(-c2nnc(SCc3nc4ccccc4[nH]3)o2)c1 | i | 0.16
O=C(c1nn2c(C(F)(F)F)cc(-c3cccs3)nc2c1Cl)N1CCCc2ccccc21 | i | -1.85
O=C(NCc1ccco1)C1CCCN(S(=O)(=O)c2cccc3cccnc23)C1 (stereo unspecified) | i | 0.6
COc1ccccc1C(=O)Nc1nc(N)n(-c2ccccc2)n1 | i | -0.15
CC(=O)N1CCN=C1SCc1cccc(C)c1 | i | 0.18
CC(=O)c1ccc(NC(=O)CN(c2c(C)cccc2C)S(C)(=O)=O)cc1 | i | 0.94
CC(C)CNC(=O)c1cc([N+](=O)[O-])ccc1N1CCCCC1 | i | -0.12
O=c1[nH]c2cc(Cl)ccc2n1-c1ccccc1 | i | -0.94
Oc1ccc2ccccc2c1N=Nc1nccs1 | i | 0.49
C/C(=N\NC(=O)c1ccc2ccccc2c1)c1cccs1 | i | 1.94
COc1ccc(-c2cc(C(=O)N3CCC3)c3ccccc3n2)cc1OC | i | -0.41
CCOc1cc(NC(=S)NCCOC)c(OCC)cc1NC(=O)c1ccco1 | i | -0.56
CCOC(=O)c1ccc(NC(=O)Nc2ccc(Cl)cn2)cc1 | i | 0.91
COc1cccc(NC(=O)CN(C)C(=O)CSc2ncnc3sc(C)c(C)c23)c1 | i | -0.24
Cc1[nH]c2ccc(F)cc2c1CCN(Cc1ccncc1)C(=S)Nc1ccc(F)cc1 | i | -0.49
c1cnc2ncc3sccc3c2c1 | i | 1.18
CCOC(=O)NC(NC(=O)OCC)C(=O)c1ccccc1 | i | 1.44
CC(C)C(=O)Nc1c2c(nn1-c1ccccc1)CSC2 | i | -1.43
Cc1ccc(SCn2nnc3ccccc3c2=O)c(C)c1 | i | 0.24
COCCN(Cc1cc2cccc(C)c2n2nnnc12)C(=O)C(F)(F)F | i | 0.04

15 consecutive compounds out of the list so far, for reference:
SMILES | KCNQ2 block | Kir21 block
CCN(CCCn1c(=S)[nH]c2ccc(N3CCOCC3)cc2c1=O)c1ccccc1 | i | 0.03
CC(OC(=O)c1ccc(OCC2CCCO2)cc1)C(=O)N(C)Cc1ccccc1 (stereo unspecified) | i | -0.08
COc1ccc(N=CC2=C(O)CC(C)(C)CC2=O)cc1OC | i | -0.04
CCOc1cc2oc(=O)c3c(c2cc1Cl)CCC3 | i | 0.08
COc1ccc(-c2noc(-c3ccccc3Cl)n2)cc1OC | i | -1.36
Brc1cccc(-c2nnc(SCc3nc4ccccc4[nH]3)o2)c1 | i | 0.16
O=C(c1nn2c(C(F)(F)F)cc(-c3cccs3)nc2c1Cl)N1CCCc2ccccc21 | i | -1.85
O=C(NCc1ccco1)C1CCCN(S(=O)(=O)c2cccc3cccnc23)C1 (stereo unspecified) | i | 0.6
COc1ccccc1C(=O)Nc1nc(N)n(-c2ccccc2)n1 | i | -0.15
CC(=O)N1CCN=C1SCc1cccc(C)c1 | i | 0.18
CC(=O)c1ccc(NC(=O)CN(c2c(C)cccc2C)S(C)(=O)=O)cc1 | i | 0.94
CC(C)CNC(=O)c1cc([N+](=O)[O-])ccc1N1CCCCC1 | i | -0.12
O=c1[nH]c2cc(Cl)ccc2n1-c1ccccc1 | i | -0.94
Oc1ccc2ccccc2c1N=Nc1nccs1 | i | 0.49
C/C(=N\NC(=O)c1ccc2ccccc2c1)c1cccs1 | i | 1.94

Complete entries, looked up by structure.
CC(C)NC(=O)CCCc1cn(C)c2ccccc12 is entered as KCNQ2 block = i; Kir21 block = 1.1
CC(=O)c1ccc(NC(=O)CN(c2c(C)cccc2C)S(C)(=O)=O)cc1 is entered as KCNQ2 block = i; Kir21 block = 0.94

Remaining list, next part:
SMILES | KCNQ2 block | Kir21 block
O=C(O)c1ccc(N/N=C/c2ccc(OC(=O)c3ccccc3Cl)cc2)cc1 | i | -0.04
CCOCCCn1c(=N)c(C(N)=S)cc2c(=O)n3cccc(C)c3nc21 | i | -0.98
Cc1cccc(NC(=O)Nc2c(C)n(C)n(-c3ccccc3)c2=O)c1C | i | -0.45
CC(C)(O)C(=O)NNC(=S)Nc1ccc(F)c(Cl)c1 | i | 0.42
CCOC(=O)/C(=N/Nc1ccccc1)Sc1nnnn1-c1ccc(C)cc1 | i | -0.03
O=C(NCc1ccco1)c1ccc(OCC2CCCO2)cc1 (stereo unspecified) | i | -1.56
COc1ccc(NC(=O)C(C)Oc2ccc(/C(C)=N\O)cc2)cc1 (stereo unspecified) | i | -0.06
COc1ccc(NC(=O)CSc2ccc3nnc(-c4ccccn4)n3n2)c(OC)c1 | i | 0.04
O=S(=O)(NCc1ccccc1)c1cccc2nsnc12 | i | 1.23
O=C(Nc1cccc(NC(=S)NC(=O)c2cccs2)c1)c1ccccc1 | i | 0.96
Cc1nc2ncnn2c(C)c1CCC(=O)N1CC(C)CC(C)C1 (stereo unspecified) | i | -0.66
O=C(C1CCCCC1)N1CCc2[nH]c3ccc(F)cc3c2C1 | i | -1.4
Cc1ccc(C(=O)NCc2ccco2)cc1Br | i | -0.43
Cc1nc2sccc2c(=O)n1N | i | -0.39
COc1cc(NC(=O)C2COc3ccccc3O2)c(OC)cc1Cl (stereo unspecified) | i | 1.52
CN(c1ccccc1)S(=O)(=O)c1ccc(NC(=O)c2ccc(-c3ccccc3)cc2)cc1 | i | 1.29
Cc1oc(-c2cccs2)nc1CN1CCC(CO)(CCOc2ccccc2)CC1 | i | -2.88
COc1cccc(OC)c1C(=O)NC(=S)NCc1cccnc1 | i | -0.47
CC(=O)Nc1cc2c(ccc3ccccc32)oc1=O | i | 1.07
C=CCCC(=O)Nc1nc(C)c(-c2csc(Nc3ccc(Cl)cc3)n2)s1 | i | -0.95
CC1CCCCC1NCC#CCOc1ccc(Cl)cc1 (stereo unspecified) | i | -5.02*
COc1cccc(C(=O)NCc2ccc(N3CCN(C(=O)OC(C)(C)C)CC3)cc2)c1 | i | 0.82
Cc1ccc(NC(=O)c2ccc(-n3cccn3)nc2)cc1 | i | 0.62
CCn1c(-c2ccc([N+](=O)[O-])cc2)n[nH]c1=S | i | 0.14
Cc1nc2ccccc2c(C)c1C(=O)c1ccc(F)cc1 | i | 0.2
SMILES | KCNQ2 block | Kir21 block
COCCCNC(=O)c1cc(-c2cccnc2)nc2ccc(S(=O)(=O)N3CCCCCC3)cc12 | i | 1.27
COc1ccc(C(=O)ON=C2C=C(C)C(=O)C(C)=C2)cc1 | i | 1.29
COC(=O)c1ccc([C@@H]2C[C@H]3CN(Cc4cccnc4)C(=O)[C@]34CCCN24)cc1 | i | -0.48
CC(C)CNC(=S)NC1CCCC1 | i | -0.82
COc1ccc(NC(=O)CSc2nc3c(sc4ccccc43)c(=O)n2CCCN2CCCC2)cc1 | i | 0.41
Cn1c(=O)c2c(nc(NCc3ccccc3)n2C)n(C)c1=O | i | -0.22
COCC(=O)N(CCc1ccccc1)Cc1cc2cc(C)ccc2nc1Cl | i | 0.15
COc1ccc(C)cc1S(=O)(=O)N(CC(=O)NCc1ccco1)c1ccc(C)cc1 | i | -0.44
O=C1N=C(N2CCOCC2)S/C1=C\c1ccc(-c2ccccc2Cl)o1 | i | 0.33
Cc1cccc(NC(=O)c2sc(C)nc2C)c1 | i | 2.15
COC(=O)c1c(NC(C)=O)sc(C(=O)Nc2ccccc2)c1C | i | 1.13
COc1ccc(OCC(=O)Nc2nc3ccc(NC(C)=O)cc3s2)cc1 | i | 0.68
COc1c(O)ccc(/C=N\NC(=O)c2ccc3c(c2)OCO3)c1[N+](=O)[O-] | i | -1.4
Cc1nn(-c2ccccc2)c2[nH]c(=O)cc(C(F)(F)F)c12 | i | 1.89
Cc1ccc(N(CC(=O)NC2CCCC2)C(=O)CCC(=O)Nc2ccccn2)cc1C | i | -0.14
COc1ccc(CCNC(=O)C2CCCN(S(=O)(=O)c3cccc4nonc34)C2)cc1OC (stereo unspecified) | i | 0
Cc1cc(C)nc(NC(=O)Nc2ccc(F)cc2F)n1 | i | 0.02
CN(C)c1nc(SCC(=O)Nc2ccc(Cl)c(Cl)c2)nc(N2CCOCC2)n1 | i | 0.11
CCCC(=O)NCCc1nc2cc([N+](=O)[O-])ccc2n1C | i | -0.36
CCC(=O)N1CCCc2cc(S(=O)(=O)NCc3cccs3)ccc21 | i | -1.7
COc1ccc2[nH]cc(C(=O)CN3CCCC(C)C3)c2c1 (stereo unspecified) | i | -1.84
COc1ccccc1CN1CC(C(=O)NCCN2CCOC2=O)CCC1=O (stereo unspecified) | i | 0.84
CNS(=O)(=O)c1c(C)cc(C)c(N(C)S(=O)(=O)c2ccccc2)c1C | i | -1.12
COc1ccc(/C=N/n2c(-c3cc(C)[nH]n3)n[nH]c2=S)cc1 | i | 0
O=C(O)c1cc(-c2ccc(Cl)cc2)n(-c2ccc(F)cc2)n1 | i | 0.26
SMILES | KCNQ2 block | Kir21 block
COc1ccc(C(CNC(=O)COc2ccc(Cl)c(C)c2)N2CCCCC2)cc1 (stereo unspecified) | -5.92* | -1.71
CCOC(=O)N1CCN(C(=O)CN(c2cccc(OC)c2)S(C)(=O)=O)CC1 | i | -0.81
Cc1c(C(=O)NCC2CCCO2)sc2nc(-c3ccc(F)cc3)cn12 (stereo unspecified) | i | 0.55
OCCC1CN(Cc2cccn2-c2ccccn2)CCN1Cc1ccccc1 (stereo unspecified) | i | -0.95
COc1ccc(NC(=O)NC(C)c2ccccc2)cc1 (stereo unspecified) | i | 1.18
COc1ccc(S(=O)(=O)NN(C)c2nc(C(F)(F)F)nc3ccccc23)cc1 | i | -1.8
COc1cc(/C=C(\C#N)C(=O)N2CCOCC2)cc(Br)c1O | i | 0.12
O=C(N/N=C/c1cc2ccccc2nc1Cl)c1ccncc1 | i | 0.11
C/C(=N\Nc1ccc(F)cc1)c1ccc(N2CCOCC2)c(F)c1 | i | 0.96
O=C(CSc1nc2ccccc2c(=O)n1-c1ccc(F)cc1)Nc1ccc(Cl)c(S(=O)(=O)N2CCOCC2)c1 | i | 2.81
COc1ccc(-c2nc3ccccc3c(=O)n2NC(=O)c2cccnc2Cl)cc1OC | i | -2.66
Cn1c(O)c(N=Nc2nc(-c3ccccc3)cs2)c2ccccc21 | i | 1.42
CC(=O)Nc1ccc(S(=O)(=O)NC(C)CCc2ccccc2)cc1 (stereo unspecified) | i | -0.69
COc1ccc(S(=O)(=O)Cc2ccc(C(=O)N3CCN(c4ccccn4)CC3)o2)cc1 | i | 1.55
C=C(C)COc1ccc2c(C)c(CCC(=O)N3C[C@H]4C[C@@H](C3)c3cccc(=O)n3C4)c(=O)oc2c1 | i | -0.42
Cc1nn(C)c(C(=O)Nc2ccn(Cc3ccccc3F)n2)c1[N+](=O)[O-] | i | -0.33
O=C(NN=C1CCN(Cc2ccccc2)CC1)c1ccccc1O | i | -0.04
O=C(NC(c1ccccc1)c1ccccc1)c1ccc(Br)o1 | i | -3.03
COC(=O)CCSc1nccn1Cc1ccccc1 | i | 0.12
